TIM10 inh: TIM10 yeast growth inhibition; S. cerevisiae TIM10 strain growth, BacTiter-Glo luminescence, 24 h; inhibition, % at 10 µM; hit rate 1.4% among 330,000;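 active = inhibition of 40% or more at the single tested concentration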;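 note: wild-type TIM10 isogenic control strain grown at permissive 25 °C; 0% = DMSO yeast wells and 100% = minimal medium wells without yeast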
CHOP UPR activ: apoptotic UPR (CHOP) activation | hit rate 0.34% among 330,000 | activation, % at 10 µM | AID 449763 | CHO-CHOP luciferase reporter, luminescence; percent of tunicamycin response over DMSO baseline;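 active = at 10 µM dose, activation of 40% or more, normalized to positive control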;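 note: 100% = tunicamycin at 10 µg/mL and 0% = DMSO alone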
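System: CHO-CHOP luciferase reporter cell line; amount: 500 cells/well; buffer or medium: F12 medium containing 10% fetal bovine serum; incubation: 6 h compound exposure at 37 °C after overnight seeding; measured by: luciferase luminescence after 10 min with Steady-Glo reagent; evaluation: % reporter activation, DMSO baseline versus tunicamycin full activation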
tim23-1 inh: tim23-1 yeast growth inhibition. S. cerevisiae tim23-1 growth, BacTiter-Glo luminescence, 24 h. inhibition, % at 20 µM. hit rate 1.3% among 330,000;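 active = growth inhibition of the mutant yeast at or above 50%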;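 note: temperature-sensitive mutant grown at 25 °C; plate controls were DMSO-treated mutant yeast for no effect and medium wells lacking yeast for full effect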
697 NFkB inh: inhibitors of the PMA/ionomycin-induced NF-kB reporter in 697 B cells. inhibition, % at 4 µM. 697 B-cell NF-kB luciferase reporter, 16 h. hit rate 0.33% among 330,000; in the data active = inhibition above about 35%
Mdm2 MdmX PPI: human Mdm2/MdmX binding inhibition. hit rate 3% among 330,000. AID 485346. O15151+Q00987. SaOS-2 split-luciferase Mdm2/MdmX complementation, luminescence. inhibition, % at 8 µM;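 active = inhibition of at least 50% at 8 µM in the primary screen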
Target sequence (O15151 whole entry, looked up): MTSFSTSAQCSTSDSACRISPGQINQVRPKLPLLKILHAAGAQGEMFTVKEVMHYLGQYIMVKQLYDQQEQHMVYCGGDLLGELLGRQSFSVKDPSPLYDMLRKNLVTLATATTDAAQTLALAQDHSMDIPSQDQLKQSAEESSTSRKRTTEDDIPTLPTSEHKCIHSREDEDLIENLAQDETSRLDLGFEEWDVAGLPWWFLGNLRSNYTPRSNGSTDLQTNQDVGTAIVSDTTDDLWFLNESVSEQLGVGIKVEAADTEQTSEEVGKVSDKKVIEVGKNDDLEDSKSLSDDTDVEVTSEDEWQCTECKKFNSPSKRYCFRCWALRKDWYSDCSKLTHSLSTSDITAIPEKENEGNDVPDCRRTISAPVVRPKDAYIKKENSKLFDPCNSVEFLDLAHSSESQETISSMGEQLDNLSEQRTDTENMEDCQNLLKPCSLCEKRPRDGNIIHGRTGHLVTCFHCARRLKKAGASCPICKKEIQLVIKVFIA
Target sequence (Q00987 whole entry, looked up): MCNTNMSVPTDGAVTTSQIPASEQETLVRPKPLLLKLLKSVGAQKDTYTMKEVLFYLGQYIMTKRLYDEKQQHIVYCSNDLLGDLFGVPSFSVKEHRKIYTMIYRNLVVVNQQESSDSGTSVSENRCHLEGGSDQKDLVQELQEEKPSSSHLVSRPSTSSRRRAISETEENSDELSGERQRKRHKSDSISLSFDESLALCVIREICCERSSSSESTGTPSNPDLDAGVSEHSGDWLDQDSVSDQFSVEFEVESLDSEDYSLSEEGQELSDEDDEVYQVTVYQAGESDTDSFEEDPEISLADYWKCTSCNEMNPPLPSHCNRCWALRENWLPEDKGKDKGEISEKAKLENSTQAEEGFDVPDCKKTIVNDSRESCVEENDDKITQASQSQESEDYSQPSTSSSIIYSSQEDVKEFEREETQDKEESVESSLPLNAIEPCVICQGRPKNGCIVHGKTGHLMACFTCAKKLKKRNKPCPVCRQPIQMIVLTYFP
XBP1 UPR activ: activators of adaptive arm of unfolded protein response (XBP1); CHO-XBP1 luciferase reporter, IRE1-XBP1 UPR activation, luminescence; percent of tunicamycin response, DMSO as zero; activation, % at 20 µM; hit rate 0.33% among 330,000; AID 463104;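 active = versus positive control, 20 µM dose yields 30% or more activation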;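 note: 100% = tunicamycin at 10 µg/mL and 0% = DMSO only wells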
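Assay system: IRE1-XBP1 luciferase reporter CHO line. Input: 1000 cells/well. Buffer or medium: F12 with 10% serum. Doses: 20 µM, 1% DMSO. Times: overnight seeding at 37 °C, 6 h compound treatment at 37 °C. Technique: Steady-Glo luciferase glow luminescence, 10 min after reagent addition.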
tim10-1 inh: growth inhibitors of tim10-1 mutant yeast | S. cerevisiae tim10-1 ts strain growth, BacTiter-Glo, 24 h | inhibition, % at 20 µM | hit rate 2.2% among 330,000 | AID 463190;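 active = inhibition of at least 40%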;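 note: mutant grown at 25 °C; 0% = DMSO wells with yeast and 100% = wells holding no yeast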
Jurkat NFkB inh: inhibitors of the PMA/ionomycin-induced NF-kB reporter in Jurkat cells; inhibition, % at 4 µM; PMA/ionomycin-induced NF-kB luciferase reporter, luminescence; AID 435003; hit rate 0.53% among 330,000; in the data active = inhibition above about 50%
The depositor's hits bear a star.

SMILES	TIM10 inh	CHOP UPR activ	tim23-1 inh	697 NFkB inh	Mdm2 MdmX PPI	XBP1 UPR activ	tim10-1 inh	Jurkat NFkB inh
CC(=O)Nc1ccc(OCc2cccc([N+](=O)[O-])c2)cc1	11	5.6	18	-6	3	0	15	-19
CCOC(=O)C1CCN(C(=O)CCCn2c(=O)c3cccn3c3cccnc32)CC1	10	1.8	10	9	15	3	4	-7
CN(C)C(=O)COC(=O)c1ccc(S(=O)(=O)NCc2ccco2)cc1	-2	-1.6	-1	12	-7	0	-1	-8
Cc1ccc(C(=O)NCC(=O)Nc2ncccc2C)s1	-8	-0.1	2	-8	-24	-3	-5	11
CCOc1ccc(NC(=O)CSc2nc3[nH]ncc3c(=O)n2-c2ccccc2OC)cc1	-2	2.2	8	4	31	0	4	5
COc1ccc(-c2cc(C(=O)NCCCn3ccnc3)no2)cc1	-5	-0.1	-4	14	-9	-2	7	-9
CCOC(=O)C(NCc1ccccn1)(NC(=O)c1cccnc1)C(F)(F)F (centres undefined)	1	-0.6	0	-20	15	1	-3	9
COc1cc(C(=O)Sc2ccc(Cl)cc2)cc(OC)c1OC	-24	55*	4	17	9	21	-26	-10
CCN1C(=O)C(CC(=O)Nc2ccc(F)cc2)N(Cc2ccc3c(c2)OCO3)C1=S (centres undefined)	-3	0.2	26	10	1	-2	15	8
CSc1ncccc1C(=O)Nc1nc(C(C)(C)C)cs1	18	2.0	44	-22	-10	4	11	-11
CCOC(=O)N1CCN(Cc2c(F)cccc2Cl)CC1	3	-0.5	-10	-9	-1	0	0	-22
COc1ccc2nc(COC(=O)c3ccco3)c(C(C)=O)[n+]([O-])c2c1	-4	0.5	20	-20	-7	-2	19	2
CC(C(N)=O)N1C(=O)NC2(CCCc3ccccc32)C1=O (centres undefined)	3	-1.3	-5	22	6	-4	-28	-1
COc1cc(CN2CCCC(N3CCc4ccccc4C3)C2)c(Cl)cc1O (centres undefined)	-3	-0.9	4	-8	26	-2	11	-17
CC1CC(C)CN(C(=O)CCn2c(=O)oc3ccccc32)C1 (centres undefined)	9	-0.2	25	5	-14	-3	22	-4
O=C(Nc1nc2ccccc2[nH]1)c1cccc([N+](=O)[O-])c1	0	5.5	-20	-101	-53	5	0	-73
Cn1c(=O)n(C)c2cc(S(=O)(=O)NCc3ccccc3)ccc21	0	-1.3	6	8	-6	3	3	7
NS(=O)(=O)c1cc(C(=O)O)cc(N2CCCC2)c1Oc1ccccc1	12	-1.2	8	9	16	-9	9	6
O=C(NCc1ccc(F)cc1)c1c2c(nc3ccccc13)CCN(Cc1ccccc1)C2	-12	1.3	-12	1	31	2	4	1
CC1CN(Cc2nc3c(c(=O)n(C)c(=O)n3C)n2CC(O)CO)CC(C)O1 (centres undefined)	-4	-3.6	-3	17	-30	-2	6	-6
Cc1sc2nc(CSc3nc4ccccc4s3)[nH]c(=O)c2c1C	25	-0.7	7	-5	0	1	26	3
CCOC(=O)c1ccc(Oc2c(C)oc3cc(OS(C)(=O)=O)ccc3c2=O)cc1	10	-0.8	50	-26	-6	-3	23	-5
CCn1c(CNC(=O)c2ccccc2F)cc2cc(C)ccc21	0	3.9	20	-21	-38	-2	12	-37
Cc1nc(C)c(/C(O)=C\c2nc3ccc([N+](=O)[O-])cc3oc2=O)o1	4	-1.1	-4	-8	0	-2	6	15
S=C(NCc1ccccc1)NCc1cccc(Cl)c1	22	1.5	41	11	16	0	31	11
Cc1cccc2cc(C#N)c(NCCNS(=O)(=O)c3ccc4c(c3)OCCO4)nc12	-5	-2.2	34	8	11	0	27	4
CCOC(=O)c1sc(C)c2c1NC1(CCCCCC1)NC2=O	13	-1.6	3	9	24	5	21	6
Cc1cc(C)c(NC(=O)CSc2ccc(-c3ccccn3)nn2)c(C)c1	-1	1.5	23	-5	0	-3	25	13
Cc1ccccc1NC(=O)Cc1cn(C)c2ccccc12	7	1.4	5	-9	-16	-2	7	10
CCC1(C)Cc2ccccc2C(=S)N1 (centres undefined)	-1	0.8	-3	-6	9	4	18	9
Cc1ccc(S(=O)(=O)NC2=NCN(C3CCN(Cc4ccccc4)CC3)CN2)cc1	-5	-1.5	10	8	33	-1	7	-7
CCn1cnc2sc(C(=O)Oc3cccc(C)c3)c(C)c2c1=O	26	3.2	28	-6	-21	6	17	-2
CC1=C(C(=O)OC2CCCCCCC2)C(c2ccc(O)cc2)NC(=O)N1 (centres undefined)	-16	2.3	0	0	16	1	-19	9
CCOc1ccc(OCCC(=O)OCC(=O)Nc2ccc(C)c(S(=O)(=O)N3CCCCC3)c2)cc1	-14	1.3	-6	8	23	-1	23	-1
CCCOC(=O)CC1C(=O)NCCN1Cc1cc(OC)cc(OC)c1 (centres undefined)	-14	0.3	24	-8	0	1	6	-21
O=C(NC(=S)Nc1ccc2c(c1)C(=O)c1ccccc1C2=O)c1ccc(F)cc1	-4	15	-17	-102	69*	41*	11	-66
O=C(O)C1CC=CCC1C(=O)NC1CCCCC1 (centres undefined)	-1	0.7	0	3	-1	-1	-7	15
c1ccc(-c2cc(-c3ccccc3)ncn2)cc1	14	3.3	17	-10	7	0	7	-12
CC(=O)NC(C)c1nc2ccccc2n1CC(=O)N1C(C)CCCC1C (centres undefined)	1	1.2	6	-16	12	1	13	-15
O=C(CC1COc2ccccc2O1)NCCc1ccccc1 (centres undefined)	5	-3.6	9	-6	20	1	8	-14
CCOC(=O)c1nn(-c2ccc(F)cc2)c2c1CC/C2=C/c1ccccc1	14	1.3	-7	-6	40	0	5	-3
CC(C)(CCl)C(=O)Nc1ccnc(-c2ccncc2)n1	13	-0.8	7	14	2	6	3	10
Cc1ccc(CN(C)C(=O)COC(=O)CSc2ccc(C(N)=O)cc2[N+](=O)[O-])cc1	6	5.1	7	1	-4	3	-15	-8
O=c1ccc2ccc(O[C@@H]3O[C@H](CO[C@@H]4OC[C@](O)(CO)[C@H]4O)[C@@H](O)[C@H](O)[C@H]3O)cc2o1	2	1.4	10	-4	31	9	1	-13
Cn1cnc(S(=O)(=O)Nc2ccc(OC(F)F)cc2)c1	-17	1.3	-10	9	-6	-3	-10	0
CC(=O)c1ccc(NC(=S)NC(=O)c2c(Cl)c(C)nn2C)cc1	8	-2.1	4	9	15	-1	11	5
COC(=O)C1C/C(=N\NS(=O)(=O)c2ccc(C)cc2)c2sccc2C1 (centres undefined)	13	1.9	13	27	-1	-1	17	11
COc1ccc(CCNC(=O)CC(C)(C)CC2=NS(=O)(=O)c3ccccc3N2)cc1OC	7	-0.4	-27	-12	10	-2	4	-3
CSc1ccccc1NC(=O)c1cnccn1	13	1.7	-1	-1	10	4	11	-1
COCCNC(=O)[C@H]1C[C@@H]1[C@H](NP(=O)(c1ccccc1)c1ccccc1)c1ccccc1	4	0.0	-1	15	23	4	4	-4
Next part:
SMILES	TIM10 inh	CHOP UPR activ	tim23-1 inh	697 NFkB inh	Mdm2 MdmX PPI	XBP1 UPR activ	tim10-1 inh	Jurkat NFkB inh
CC(NC(=O)c1ccc2c(c1)OCO2)C(c1cccs1)N1CCN(c2ccccc2)CC1 (centres undefined)	7	-0.8	30	-16	-23	2	7	-9
NC(=O)C1CCN(CC(=O)Nc2ccccc2Sc2ccc(Cl)cc2)CC1	-9	0.7	13	-33	-17	0	5	-4
CCc1ccc(NC(=O)CS(=O)CC(=O)NC(C)CCc2ccco2)cc1 (centres undefined)	-10	-0.8	-8	13	16	-1	16	3
O=C(CCCCn1c(=S)[nH]c2ccsc2c1=O)NCc1ccco1	1	0.4	5	3	8	-2	13	-7
Cc1cc(C(=O)COC(=O)c2cccn2C)c(C)n1Cc1ccco1	7	-2.5	23	-305	-26	-9	0	-133
COc1ccc(CCn2c(C)cc(C(=O)COC(=O)c3ccc(NC(=O)CC#N)cc3)c2C)cc1	12	1.0	15	-17	-2	-5	5	9
CCc1ccc(OCCNC(=O)c2cccs2)cc1	-28	5.2	1	-29	11	6	2	-16
Brc1ccc(OCc2nnnn2-c2ccccc2)cc1	8	0.8	52*	11	-4	0	-8	-12
COC(=O)CNc1nc(-c2ccccc2F)nc2ccccc12	16	-3.6	16	15	15	-4	23	-11
CC(C)C(=O)N1CCN(C2=NS(=O)(=O)c3ccccc32)CC1	-2	-0.9	-1	6	2	-1	3	0
CCCCCCCC(=O)NNC(=O)c1c(O)c2ccccc2n(CC)c1=O	-18	1.6	17	2	18	2	-20	-8
Cc1coc(C)c1C(=O)Nc1ccc2ccccc2c1	2	5.5	5	-45	-39	0	8	-52
O=C(NCC(c1ccco1)N1CCc2ccccc2C1)c1ccc(F)cc1 (centres undefined)	2	-3.0	32	-5	34	0	23	-1
Cc1ccc(CNC(=O)CN2C(=O)CSc3ccc(S(=O)(=O)N4CCC(C)CC4)cc32)cc1	12	0.3	24	3	17	-3	31	4
CCN(CC)S(=O)(=O)c1ccc(NC(=S)Nc2ccc(F)cc2)cc1	-4	-1.2	6	-5	3	8	3	8
CC1(C)CC(=O)C2=C(C1)c1c(ccc3ncccc13)NC2c1cccs1 (centres undefined)	0	0.4	10	7	46	4	14	12
CCOc1cc2c(cc1OC)C(NC(=O)C(F)(F)F)CC2=O (centres undefined)	-9	-1.3	-6	9	-4	-1	9	11
Cc1c(CCC(=O)NCCCCCC(=O)O)c(=O)oc2c(C)c3oc4c(c3cc12)CCCC4	-15	-0.3	7	23	34	-3	13	-13
O=C(NCCc1cn2ccsc2n1)C1CCCCC1	0	3.7	10	-3	-32	2	7	13
Nc1nonc1C(=O)NCCNc1ccc([N+](=O)[O-])cn1	16	-0.2	8	4	-6	-1	0	7
O=C(CSc1nnc(-c2ccncc2)o1)N1CCCC1	-6	0.1	-3	17	9	-1	7	13
NC(=O)c1cccnc1Nc1cccc(F)c1	4	3.7	12	-11	-25	3	-4	-18
COc1ccc(-n2c(C)nc3c(cnn3-c3ccc(Cl)cc3)c2=O)cc1	25	13	30	-28	18	1	41*	20
COc1ccc(N2CC(C(=O)Nc3cccc(C)n3)CC2=O)cc1 (centres undefined)	1	-1.7	6	-8	5	-2	9	-5
O=C(CSc1nnc(CCc2nc3ccccc3[nH]2)n1-c1ccccc1)NCc1ccccc1	-56	-1.5	-81	16	-1	4	-40	-9
Cc1cccc(Nc2nnc(SC(C)C(=O)NC3CC3)s2)c1 (centres undefined)	9	1.2	13	-5	-36	2	5	4

Of the compounds above, these contain a thiophene ring, fused or not.
SMILES	TIM10 inh	CHOP UPR activ	tim23-1 inh	697 NFkB inh	Mdm2 MdmX PPI	XBP1 UPR activ	tim10-1 inh	Jurkat NFkB inh
Cc1ccc(C(=O)NCC(=O)Nc2ncccc2C)s1	-8	-0.1	2	-8	-24	-3	-5	11
Cc1sc2nc(CSc3nc4ccccc4s3)[nH]c(=O)c2c1C	25	-0.7	7	-5	0	1	26	3
CCOC(=O)c1sc(C)c2c1NC1(CCCCCC1)NC2=O	13	-1.6	3	9	24	5	21	6
CCn1cnc2sc(C(=O)Oc3cccc(C)c3)c(C)c2c1=O	26	3.2	28	-6	-21	6	17	-2
COC(=O)C1C/C(=N\NS(=O)(=O)c2ccc(C)cc2)c2sccc2C1 (centres undefined)	13	1.9	13	27	-1	-1	17	11
CC(NC(=O)c1ccc2c(c1)OCO2)C(c1cccs1)N1CCN(c2ccccc2)CC1 (centres undefined)	7	-0.8	30	-16	-23	2	7	-9
O=C(CCCCn1c(=S)[nH]c2ccsc2c1=O)NCc1ccco1	1	0.4	5	3	8	-2	13	-7
CCc1ccc(OCCNC(=O)c2cccs2)cc1	-28	5.2	1	-29	11	6	2	-16
CC1(C)CC(=O)C2=C(C1)c1c(ccc3ncccc13)NC2c1cccs1 (centres undefined)	0	0.4	10	7	46	4	14	12
